PMI act satM6P: PMI (human) activation, high substrate | P34949 | coupled PMI enzyme assay, resazurin fluorescence, 20 min; active compounds read high; 1 = untreated enzyme, 0 = substrate-free blank | activation factor at 20 µM | 0.34% of 190,000 active;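 active = activation factor of 2 or more at 20 µM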
Target sequence (P34949 whole entry, looked up): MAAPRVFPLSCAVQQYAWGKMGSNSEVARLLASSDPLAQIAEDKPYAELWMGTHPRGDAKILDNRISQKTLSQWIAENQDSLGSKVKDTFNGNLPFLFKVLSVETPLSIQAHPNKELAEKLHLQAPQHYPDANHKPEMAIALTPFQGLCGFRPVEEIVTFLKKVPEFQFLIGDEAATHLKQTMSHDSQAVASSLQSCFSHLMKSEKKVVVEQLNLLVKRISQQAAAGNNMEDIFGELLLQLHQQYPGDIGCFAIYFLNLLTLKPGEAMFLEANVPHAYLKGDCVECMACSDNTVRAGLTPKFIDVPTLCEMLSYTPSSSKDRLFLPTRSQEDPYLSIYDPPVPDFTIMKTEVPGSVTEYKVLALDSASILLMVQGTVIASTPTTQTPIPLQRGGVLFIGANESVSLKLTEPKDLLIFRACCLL
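assay system = human phosphomannose isomerase with PGI, G6PDH, diaphorase coupling enzymes | quantity = 15 ng/mL PMI | incubation = enzyme reaction with compound 20 min at room temperature | medium = HEPES pH 7.4 buffer with MgCl2 and Tween-20 | compound dosing = one concentration, 20 µM, in 1% DMSO | measured by = Diaphorase-driven resazurin-to-resorufin fluorescence, excitation 544, emission 590 nm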
NF-kB neuron act: compounds increasing NF-kB expression in human neuronal cells. NF-kB reporter expression; active compounds read high. fold change at 12.5 µM. 1.6% of 190,000 active; in the data active = fold change above about 3.3
PMI act: increases human mannose-6-phosphate isomerase activity. 0.005% of 190,000 active. activation factor at 20 µM. purified human PMI, coupled resazurin fluorescence, 20 min; active compounds read high; 1 = vehicle control, 0 substrate-free wells;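 active = activation factor of 2 or more at 20 µM, relative to plate controls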
TNAP act hi DEA: activators of human TNAP at high phosphate acceptor concentration; P05186; purified TNAP, CDP-star luminescence, 1 M DEA, 30 min; active compounds read high; 0 = EDTA background, 1 = DMSO-only activity; activation factor at 20 µM; 200,000 tested, under 10 active;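 active = activation factor at least 2 at 20 µM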
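Measured by: Luminescent substrate turnover signal | Test system: Human TNAP | Input: TNAP 1/800 final | Dosing: 20 µM single point | Schedule: 30 min, room temperature | Controls: EDTA wells as negative control, DMSO wells as positive control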
TNAP inh noacc: blocks human TNAP activity with no phosphate acceptor present | purified TNAP, CDP-star luminescence, 30 min | inhibition, % at 20 µM | 0.26% of 200,000 active | P05186;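 active = tissue-nonspecific alkaline phosphatase inhibition above about 50% at 20 µM in the single-dose screen, limit read from the data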;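 also: 0% = DMSO negative control and 100% = EDTA positive control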
FLuc act counter: firefly luciferase counter-screen for stimulation assays. ATPlite luciferase biochemical, luminescence, 10 min; 0 = ATP-free wells, 1 = DMSO control. activation factor at 10 µM. 200,000 tested, under 10 active. AID 1027;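 active = luciferase activation factor, scaled between plate controls, of at least 2 with compound at 10 µM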
Target sequence (P08659 whole entry, looked up): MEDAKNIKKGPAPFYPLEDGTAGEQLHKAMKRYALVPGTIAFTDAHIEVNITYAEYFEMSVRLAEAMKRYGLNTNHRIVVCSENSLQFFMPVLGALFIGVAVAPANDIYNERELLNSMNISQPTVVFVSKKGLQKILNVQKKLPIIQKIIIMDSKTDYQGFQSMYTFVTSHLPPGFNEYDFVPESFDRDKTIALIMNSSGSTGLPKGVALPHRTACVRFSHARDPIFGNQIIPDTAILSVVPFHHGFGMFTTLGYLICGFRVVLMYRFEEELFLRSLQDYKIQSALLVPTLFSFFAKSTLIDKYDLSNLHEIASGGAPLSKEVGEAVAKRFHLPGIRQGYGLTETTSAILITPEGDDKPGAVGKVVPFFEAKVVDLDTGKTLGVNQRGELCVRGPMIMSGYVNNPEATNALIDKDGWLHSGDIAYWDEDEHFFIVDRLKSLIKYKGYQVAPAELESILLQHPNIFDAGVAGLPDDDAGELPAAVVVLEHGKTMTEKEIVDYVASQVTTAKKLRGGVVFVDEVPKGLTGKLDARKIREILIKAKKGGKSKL
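System: Luciferase/luciferin detection reagent, cell-free biochemical luciferase assay | Medium: PBS buffer for ATP | Dosing: Test compounds dosed from 2 mM stocks in 100% DMSO | Timing: 10 min at ambient temperature | Signal: Luminescence measurement of luciferase light output | Evaluation: Luciferase activation, seen as luminescence increase over controls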
bIAP activator: increases bovine intestinal alkaline phosphatase activity; AID 1016; 0.17% of 200,000 active; purified bovine IAP, CDP-star luminescence, 30 min; active compounds read high; fold of DMSO-control signal, blank-subtracted; activation factor at 20 µM;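 active = activation factor of 2 or more at 20 µM, a signal rise over negative controls twice the positive control's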
TNAP inh hi DEA: TNAP (human) inhibition, high acceptor. inhibition, % at 20 µM. purified TNAP, CDP-star luminescence, 1 M DEA. AID 1135. P05186. 0.03% of 200,000 active;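 active = over 50% inhibition of tissue-nonspecific alkaline phosphatase at 20 µM in the single-dose screen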;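 also: plate controls were DMSO wells for no effect and EDTA-quenched wells as full inhibition for full effect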
APP 5'UTR act: APP 5'UTR luciferase reporter activation | activation, % at 2 µM | 1% of 190,000 active | SH-SY5Y APP 5'UTR luciferase reporter, luminescence; zero percent = DMSO vehicle wells;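 active = activation above a set limit, based on mean plus 3 SD of controls, cut at about 140% in these data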; also: values of inactives mirror those of a sister screen read the other way
FLuc inhib CS: inhibits firefly luciferase, flagging false hits in luciferase inhibition screens. 1.5% of 200,000 active. inhibition, % at 10 µM. ATPLite firefly luciferase biochemical luminescence, 10 min;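 active = inhibition above about 50% when tested at 10 µM, limit read from the data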
Numbers without * were called inactive; . = no result given.

SMILES	PMI act satM6P	NF-kB neuron act	PMI act	TNAP act hi DEA	TNAP inh noacc	FLuc act counter	bIAP activator	TNAP inh hi DEA	APP 5'UTR act	FLuc inhib CS
CC1C(c2ccccc2)N(C)C(c2ccccc2)CC1(O)c1ccc(F)cc1 (stereo not drawn)	1	1	1	1	-10	1	0.5	1	-4	-2
Cc1ccc(S(=O)(=O)Nc2nc3ccccc3nc2N2CCN(c3ccccc3F)CC2)cc1	1	1.1	0.9	1	-4	1	1.1	0	9	-5
C/C(=N/NC(=O)c1cc2ccccc2cc1O)C1C(=O)c2ccccc2C1=O	1.2	1.1	1.1	0.9	-162	1	1	11	24	0
CC1=C/C(=N\OS(=O)(=O)c2ccccc2)C(C)=CC1=O	0.1	9.8*	-0.1	1	-5	1	0.9	0	-95	-5
Cc1ccc(-c2n[nH]c(=O)c3ccccc23)cc1S(=O)(=O)Nc1ccccc1	0.9	0.58	0.8	1	-14	1	1	-3	13	-4
CCCCN1C(=O)C2NN=C(C(=O)OC)C2C1=O (stereo not drawn)	1	1.2	1	1.1	-13	1	1	-5	14	-2
CC(=O)Nc1ccc(C(=O)N/N=C/c2cccnc2)cc1	1.3	0.94	1.2	1.1	-2	1.1	0.9	-5	-4	-10
Cc1cc(NC(=O)c2ccc3c(c2)C(=O)N(CCC(C)C)C3=O)no1	1	1.1	0.9	1	-7	1	0.9	-2	25	-3
O=C(NC1CCCCCC1)C1CCCN(S(=O)(=O)c2cnc[nH]2)C1 (stereo not drawn)	1	1	1.1	1	-8	1.1	0.9	0	8	-6
CC1CCCN(CC(O)COC(c2ccccc2)c2ccccc2)C1 (stereo not drawn)	1	1.2	1	1	-14	1.1	1	-4	7	-9
CC1Nc2ccccc2C(=O)N1NS(=O)(=O)c1ccccc1 (stereo not drawn)	0.9	0.99	0.9	1	-6	1	0.8	0	10	-4
CCOC(=O)c1nn(-c2ccccc2)c(=O)c(C#N)c1C	1.1	1	1	1	6	0.9	1	1	-17	5
COc1ccc(/C=N/Nc2ncccc2[N+](=O)[O-])c(OC)c1	1	7.9*	1	0.8	-5	0.4	0.9	24	137*	63*
COc1ccc(N(C)S(=O)(=O)c2cccc(C(=O)NC3CCCCC3C)c2)cc1 (stereo not drawn)	1.1	0.85	1	1	-8	1	1	2	-8	0
CC(=O)Nc1ccc(-c2nn[nH]n2)cc1Cl	1.1	1.1	1	1	-11	1.1	0.9	-3	4	-5
Cc1ccccc1-c1nc(CS(=O)(=O)CC(=O)NCCCN2CCCC2)c(C)o1	0.9	1.2	0.9	1.1	-12	1	1	-5	0	-2
Cc1ccccc1-n1c(=O)c2ccccc2n2cnnc12	1	1.2	1	1.1	-12	1.1	0.8	-6	-1	-6
Cc1ccc(-c2nnn(CC(=O)N(Cc3ccccc3)C(C(=O)NC3CCCC3)c3ccncc3)n2)o1 (stereo not drawn)	1	0.62	1.2	1.1	-18	1.1	1	-10	7	-7
CC(/C=C/c1ccco1)=N\NC(=O)C(O)c1ccccc1 (stereo not drawn)	0.9	1.3	1	1.1	-8	1	1	-8	-5	4
O=C(O)c1cccc(-n2cccc2/C=C\[N+](=O)[O-])c1	1	.	1.1	1	7	1	1	-2	1	-2

Some of the entries so far, with values under each structure:
Second line of a record – PMI act satM6P	NF-kB neuron act	PMI act	TNAP act hi DEA	TNAP inh noacc	FLuc act counter	bIAP activator	TNAP inh hi DEA	APP 5'UTR act	FLuc inhib CS
CC(=O)Nc1ccc(C(=O)N/N=C/c2cccnc2)cc1
 : 1.3	0.94	1.2	1.1	-2	1.1	0.9	-5	-4	-10
CC1C(c2ccccc2)N(C)C(c2ccccc2)CC1(O)c1ccc(F)cc1 (stereo not drawn)
 : 1	1	1	1	-10	1	0.5	1	-4	-2
Cc1ccc(-c2n[nH]c(=O)c3ccccc23)cc1S(=O)(=O)Nc1ccccc1
 : 0.9	0.58	0.8	1	-14	1	1	-3	13	-4

Back to the main list with the two entries that preceded the break.
SMILES	PMI act satM6P	NF-kB neuron act	PMI act	TNAP act hi DEA	TNAP inh noacc	FLuc act counter	bIAP activator	TNAP inh hi DEA	APP 5'UTR act	FLuc inhib CS
CC(/C=C/c1ccco1)=N\NC(=O)C(O)c1ccccc1 (stereo not drawn)	0.9	1.3	1	1.1	-8	1	1	-8	-5	4
O=C(O)c1cccc(-n2cccc2/C=C\[N+](=O)[O-])c1	1	.	1.1	1	7	1	1	-2	1	-2
CCN(CC)c1ccc(C2C(C(=O)OC)=C(C)NC(C)=C2C(=O)OC)cc1	0.7	0.98	0.9	1	-4	1	1.1	-4	-6	4
COc1ccc(-c2noc(C3CCCN(S(=O)(=O)c4cccc(Cl)c4C)C3)n2)cc1OC (stereo not drawn)	0.9	1.3	0.9	1	-4	1	1.1	-1	11	3
COc1ccc(NC(=O)c2ccc(C)cc2Cl)c([N+](=O)[O-])c1	0.9	1.8	1	1	-9	0.8	0.9	-4	55	21
COc1ccc(N(Cc2ccccc2)S(=O)(=O)c2ccc(C)cc2)cc1	0.8	1.1	0.9	1.1	-8	1.1	1	-9	6	-9
COc1ccc(CCNC(=O)CN2CCC(C)CC2)cc1OC	1	0.96	1	1.1	-9	1	1.2	-9	9	1
COc1ccc2nc(SCC(=O)N3CCCCC3)c(C#N)cc2c1	0.9	1.5	1	1	-4	1	0.9	-3	15	0
Nc1nc(CSCc2ccccc2)nc(N2CCOCC2)n1	1.2	1.6	1.2	1.1	-4	1.1	1	-9	14	-6
CC1=C(C(=O)Nc2ccccc2)C2(CCCCC2)C(C#N)=C(S)N1	1.1	1.2	1	1	-8	1	0.9	-3	22	-4
COC(=O)C1=C(C)NC(=S)NC1c1sccc1C (stereo not drawn)	0.9	1.1	1	1.1	-10	1.1	0.9	-8	-9	-8
O=C(N/N=C/C=C/c1ccccc1)c1ccc(Br)cc1	1.1	1.3	1.1	1	-14	1	0.5	-2	3	1
COc1ccc(NC(C)=O)cc1S(=O)(=O)Nc1ccccc1C(=O)N1CCCC1	1	1.4	1	1	-8	1.1	1	-4	15	-6
O=C1/C(=C\c2ccncc2)SC(=S)N1C1CCCCC1	1	1.3	0.9	1	-24	1	1.3	2	6	3
O=C(c1ccc([N+](=O)[O-])c(CS(=O)(=O)c2ccc(Cl)cc2)c1)N1CCCC1	1.1	1	1.2	1	-5	1	1.1	2	9	1
Cc1ccc(S(=O)(=O)N2CCN(S(=O)(=O)N(C)C)CC2)c(C)c1	1	0.95	1	1	-6	1	1	0	5	-5
COc1ccc(-c2nnc(SCC(=O)N(Cc3ccccc3)C(C)(C)C)o2)cc1OC	0.8	0.44	0.8	1	-3	1	1	-1	13	-1
Cn1c(=O)[nH]c(=O)c2c1nc(NCc1ccccc1)n2CCCc1ccccc1	1	0.99	1	1.1	-1	1	1	-6	-5	-1
CC(=O)c1cc(-c2ccccc2)n(CC(=O)N2CCCCC2)c1C	1	1	1	1	7	1.1	1.1	-2	.	-5
CC(C)[C@H](NC(=O)c1ccccc1)C(=O)OCc1nnc(-c2ccccc2)o1	1	1	1	1	-9	1	1.3	-3	-15	-2
O=C(/C=C/c1ccco1)NC(=S)Nc1ccc(O)c(-c2nc3ccccc3s2)c1	1	0.96	1	0.9	-11	1	1	9	18	1
COc1ccc(-n2c(SCc3ccc(C#N)cc3)nnc2-c2ccccn2)cc1	0.9	1.1	1	1	-11	1.1	0.9	-3	8	-13
Cc1ccc(S(=O)(=O)N2CCN(CCC#N)CC2)cc1	1	1	1	1	-3	1	1.2	-1	2	2
Cc1ccc2[nH]c(C)c(CCNC(=O)c3c(N)no[n+]3[O-])c2c1	1	0.97	1	1	-5	1	1.1	0	-5	-2
CCCCSc1ccc2nc(-c3ccc(C#N)cc3)cn2c1	1	2.2	1	1.1	-13	0.9	0.8	-6	37	13
O=c1cc(-c2ccccc2Cl)oc2cc(O)cc(O)c12	1	1.2	1	0.9	1	0.9	1	7	23	9
COC(=O)CSc1ccc(C#N)c(SCC(=O)OC)c1	1.2	0.94	1.1	1	-7	1	0.8	-4	6	1
O=C(CS(=O)(=O)c1cn(Cc2ccc(Cl)cc2)c2ccccc12)N1CCCC1	1	0.94	1	1.1	-12	1.1	1	-6	-7	-5
C=CCOc1ccc(Br)cc1/C=N/O	0.9	1.5	0.9	1.1	-14	1	0.8	-7	-2	-2
COc1cccc(NC(=O)CN(c2cccc(OC)c2)S(C)(=O)=O)c1	.	1.2	.	1	-4	1	1.1	2	12	-3
O=C(Nc1nc(NC(=O)c2ccco2)n(-c2ccccc2)n1)c1ccccc1	1.3	1.8	1.2	1	-9	1	1.2	0	-46	0
COc1ccc(/C=N/Nc2nnc(-c3ccccc3)c(=O)[nH]2)cc1	0.9	1.3	0.8	1	-52	1	1.4	-1	30	1
Cn1cccc1/C=N/n1c(-c2ccc(C(C)(C)C)cc2)n[nH]c1=S	0.9	1.2	0.9	1	29	0.9	0.8	0	7	7
CCOc1ccccc1NC(=O)NC1(C(=O)N2CCOCC2)CCCCC1	0.9	1.1	0.9	1	-4	1	1.1	-1	-12	-4
Cc1cc(C)c(C(N)=O)c(SCC(=O)c2ccc(Cl)cc2)n1	1.1	1.2	1.1	1	0	1.1	1	-2	10	-10
CCc1ccc(N2C(=O)c3ccc4c5c(ccc(c35)C2=O)CC4)cc1	1	1.4	0.8	1	-2	1.1	0.9	-3	-4	-8
Cc1cc(N2CCOCC2)nc(-c2ccc(Br)cc2)n1	1	1.3	0.9	1	-20	1.1	1	0	1	-6
Cc1cnc(C(=O)Nc2cc(S(=O)(=O)N3CCOCC3)ccc2N2CCN(C)CC2)cn1	1	0.99	1	1	-2	1	0.9	0	3	0
Cc1ccc(S(=O)(=O)N(C)C)cc1NS(=O)(=O)c1ccc(Cl)s1	0.9	0.99	0.9	1	-4	1.1	1	1	-7	-5
Nc1ccc(S(=O)(=O)N2CCCc3ccccc32)cc1	1	1.2	1	1	-10	1.1	0.7	1	-10	-6
Cn1c(C(=O)N2CCCc3ccccc32)cc2sccc21	1	1	1	1.1	-7	1	1	-5	5	-3
O=C(Nc1nnc(CCS(=O)(=O)c2ccc(Br)cc2)s1)c1ccc([N+](=O)[O-])cc1	1.1	1.1	1	1	-9	1.1	1	-5	6	-6
CC1(C)NC(=O)N(CC(O)COc2ccccc2C(=O)Nc2ccccc2)C1=O (stereo not drawn)	0.9	0.52	0.8	1	-9	1	0.9	0	5	-4
COc1ccc(N(CC(=O)Nc2c(C)n(C)n(-c3ccccc3)c2=O)S(=O)(=O)c2ccccc2)cc1OC	0.8	1.1	1	1	-13	1	1.1	-3	1	-4
CC(=O)C1=C(O)C(=O)N(Cc2ccco2)C1c1ccc2c(c1)OCO2 (stereo not drawn)	1	1.2	0.9	1.1	-19	1	1	-6	-5	-2
CC1(C(=O)NCCCN2CCOCC2)Oc2cccnc2NC1=O (stereo not drawn)	0.9	1.2	0.9	1	-3	1	1	-1	23	-3
COCCn1c(C)cc(C(=O)COC(=O)/C=C/c2cccc(OC)c2)c1C	1	0.96	1	1	-4	1	1	-2	-7	-3

Rows were taken by chance, and some 3.6% of all compounds hit somewhere here.
